High-throughput results as filed in PubChem BioAssay.
TLR4-MyD88 BLA – inhibitors of human TLR4-MyD88 binding; O00206+Q99836; HeLa CL3-4 TLR4/MyD88 BLA complementation, FRET ratio; inhibition, % at 8.4 µM; actives 0.18% (n = 200,000); in the data active = inhibition above about 25%;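 note: 0% = vehicle and 100% = reference inhibitor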
Target sequence (O00206 whole entry, looked up): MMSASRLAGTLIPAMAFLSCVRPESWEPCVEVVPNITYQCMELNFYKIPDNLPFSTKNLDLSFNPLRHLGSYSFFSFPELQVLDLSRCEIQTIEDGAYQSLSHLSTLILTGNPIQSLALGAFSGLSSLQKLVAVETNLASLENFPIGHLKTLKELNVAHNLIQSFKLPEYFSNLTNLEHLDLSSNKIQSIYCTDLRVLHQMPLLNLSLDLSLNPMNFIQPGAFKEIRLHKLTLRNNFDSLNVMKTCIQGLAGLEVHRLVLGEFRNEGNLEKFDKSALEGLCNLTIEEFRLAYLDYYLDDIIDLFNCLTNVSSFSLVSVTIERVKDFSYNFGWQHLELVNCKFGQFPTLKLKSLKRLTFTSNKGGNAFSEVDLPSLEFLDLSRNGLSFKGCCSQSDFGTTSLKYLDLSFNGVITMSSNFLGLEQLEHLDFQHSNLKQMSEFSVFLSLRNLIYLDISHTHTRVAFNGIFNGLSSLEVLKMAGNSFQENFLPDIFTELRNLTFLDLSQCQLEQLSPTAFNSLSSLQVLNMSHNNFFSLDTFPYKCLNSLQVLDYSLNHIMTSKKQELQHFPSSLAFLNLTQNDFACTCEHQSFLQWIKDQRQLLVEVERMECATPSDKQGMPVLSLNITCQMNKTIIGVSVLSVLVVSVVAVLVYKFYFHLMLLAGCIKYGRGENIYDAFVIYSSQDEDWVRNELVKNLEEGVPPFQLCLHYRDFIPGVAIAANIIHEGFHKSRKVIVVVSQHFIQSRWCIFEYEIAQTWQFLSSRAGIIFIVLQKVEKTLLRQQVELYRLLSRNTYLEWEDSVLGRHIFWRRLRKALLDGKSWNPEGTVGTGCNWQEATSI
Target sequence (Q99836 whole entry, looked up): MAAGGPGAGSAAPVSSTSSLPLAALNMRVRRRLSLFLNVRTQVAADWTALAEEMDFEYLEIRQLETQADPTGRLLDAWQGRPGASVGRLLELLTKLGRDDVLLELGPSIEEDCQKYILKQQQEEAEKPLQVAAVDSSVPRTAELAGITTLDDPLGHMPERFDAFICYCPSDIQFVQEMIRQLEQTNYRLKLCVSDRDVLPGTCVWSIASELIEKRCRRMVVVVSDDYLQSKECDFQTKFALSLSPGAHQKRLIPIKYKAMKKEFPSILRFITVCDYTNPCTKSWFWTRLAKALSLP
STAT1 blocker – STAT1 signaling inhibition. inhibition, % at 5.5 µM. AID 920. NIH 3T3 STAT1-luciferase reporter, IFN-gamma, luminescence. actives 0.35% (n = 200,000);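 active = inhibition above a set limit, the mean inhibition across all tested compounds plus 3 SD, cut at about 34% in these data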;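 note: 0% = IFN-gamma with DMSO and 100% = IFN-gamma with 300 µM nifuroxazide; values of inactives mirror those of a sister screen read the other way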
Hsp70 act – Hsp70 transcriptional activation, primary screen. HeLa Hsp70 promoter luciferase reporter, luminescence; scaled: vehicle 0, proteasome-inhibitor control 100%. activation, % at 10 µM. actives 0.04% (n = 200,000). AID 1203;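 active = activation above the mean across all tested compounds plus 3 SD, cutoff set per campaign, cut at about 5.5% in these data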;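 note: 100% = MG132 at 30 µM as the positive control and 0% = DMSO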
STAT3 act – activators of IL-6 induced STAT3 signaling. AID 871. actives 0.91% (n = 190,000). activation (% of control), % at 5.6 µM. U3A cells, IL-6 STAT3-luciferase reporter, luminescence; 100% = signal with IL-6 EC80 alone;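 active = activation above the screen-wide mean of compound activation plus 3 SD, cut at about 130% in these data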;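 note: 0% = background luminescence of wells with medium and substrate only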
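Material: STAT1-lacking human U3A cells, STAT3 luciferase reporter | Benchmarks: IL-6-only wells as 100% reference | Probe or stimulus: IL-6 (33 ng/mL) | Timing: Compound 1 h, then IL-6 6 h at 37 °C | Detection: Luminescence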
APP 5'UTR act – APP 5'UTR luciferase reporter activation; AID 1276; activation, % at 2 µM; SH-SY5Y APP 5'UTR luciferase reporter, luminescence; zero percent = DMSO vehicle wells; actives 1% (n = 190,000);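 active = activation above a set limit, based on mean plus 3 SD of controls, cut at about 140% in these data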; note: values of inactives mirror those of a sister screen read the other way
NF-kB neuron act – raises NF-kB expression in human neuronal cells | NF-kB reporter expression; hits give high values | fold change at 12.5 µM | actives 1.6% (n = 190,000) | AID 1239; in the data active = fold change above about 3.3
STAT1 act – increases IFN-gamma driven STAT1 reporter signal | AID 932 | actives 2.6% (n = 200,000) | activation (% of control), % at 5.5 µM | NIH 3T3 STAT1-luciferase reporter, luminescence; 100% = IFN-gamma alone, no compound;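 active = activation above the screen-wide mean activation plus 3 SD, cut at about 130% in these data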;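 note: raw ratio to IFN-gamma control signal so 100% means no change and 0% no light; values of inactives mirror those of a sister screen read the other way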
HMGR II inh – inhibitors of class II HMG-CoA reductase from Enterococcus faecalis. AID 1066. inhibition, % at 10 µM. purified E. faecalis HMGR, NADPH absorbance 340 nm kinetic. actives 0.41% (n = 190,000);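 active = inhibition above a set limit, the median over all tested compounds plus 3 SD, cut at about 9.5% in these data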;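 note: enzyme runs in reverse so mevalonate oxidation gives rising NADPH absorbance; 0% = complete reaction with DMSO and 100% = background rate lacking mevalonate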
Redox H2O2 prof – compounds producing H2O2 with reducing agent – biochemical, NIH compound library profiling, artefact control for MLSCN library redox annotation, primary screen; DTT-dependent redox cycling H2O2, phenol red/HRP absorbance; 100% = 100 µM peroxide control, 0% = buffer; activation, % at 10 µM; actives 0.03% (n = 200,000);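 active = activation of at least 50% relative to the plate's high and low controls in the primary single-dose screen; inactive = activation below 50%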;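 note: compound incubated with DTT at 0.8 mM final as the reducing agent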
STAT3 blocker – inhibitors of IL-6 induced STAT3 signaling; U3A cells, IL-6 STAT3-luciferase reporter, luminescence; host cell line lacks STAT1; inhibition, % at 5.5 µM; actives 0.89% (n = 190,000);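 active = inhibition above the mean inhibition across all screened compounds plus 3 SD, cut at about 44% in these data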;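 note: 0% = DMSO only wells and 100% = 100 µM nifuroxazide control wells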
* = called active by the depositor.

SMILES	TLR4-MyD88 BLA	STAT1 blocker	Hsp70 act	STAT3 act	APP 5'UTR act	NF-kB neuron act	STAT1 act	HMGR II inh	Redox H2O2 prof	STAT3 blocker
Cc1ccc(-c2nnc(-c3ccccc3)c(-c3ccccc3)n2)cc1	-2	5	-0.2	101	18	1.3	95	-5	1.4	-7
Cc1ccc(-c2c(C(=O)N(C)Cc3ccccc3)oc(=O)c3ccccc23)cc1	-2	12	-0.3	101	0	0.95	89	3	-0.1	-4
Nc1nonc1-c1nc2ccccc2n1CC(=O)N1CCN(c2ccc(F)cc2)CC1	-2	7	0.0	104	3	1.1	93	-2	0.1	-2
COc1ccc(C2CC(c3ccc4ccccc4c3)=NN2C(=O)COC(=O)C2CCC(=O)N2)cc1 (configuration not stated)	1	-93	0.2	105	258*	1.6	183*	-1	0.5	3
O=C(NC12CC3CC(CC(C3)C1)C2)c1cnccn1	-4	4	-0.2	94	0	0.93	96	-1	2.5	10
C=CCNc1nc(NC(C)(C)CO)nc(OCC)n1	7	-1	-0.3	102	-13	1.1	99	-4	-0.3	2
COCCn1c(N)c(C(=O)NCC2CCCO2)c2nc3ccccc3nc21 (configuration not stated)	-10	5	-0.2	91	-11	0.3	96	0	-1.4	15
Cc1ccc(Cl)cc1N1CCN(CC(=O)Nc2ccc3[nH]c(=O)[nH]c3c2)CC1	0	-8	-0.4	94	9	0.9	107	0	-0.7	11
Cc1onc(-c2ccccc2)c1C(=O)OCC(=O)c1ccccc1	2	0	-0.1	105	-21	1.1	98	-1	0.8	-2
O=C(O)CCC(=O)Nc1ccc(S(=O)(=O)N2CCCC2)cc1	9	6	-0.1	89	4	1.2	95	2	-3.3	19
N#C/C(=C\c1ccncc1)c1nc2ccccc2c(=O)[nH]1	-3	4	-0.2	97	-10	1.1	96	-4	-0.5	9
Cc1ccc(CNC(=O)c2cccc(OCc3c(C)noc3C)c2)cc1	-4	6	0.0	101	-15	1.1	95	0	1.1	2
CC1C(C#N)=C(SCC(N)=O)NC2=C1C(=O)CC(C)(C)C2 (configuration not stated)	-4	4	0.1	97	0	0.86	94	-2	0.1	14
Cc1ccc(C(=O)Nc2ccc(N3CCN(S(C)(=O)=O)CC3)cc2)cc1	-4	-4	0.1	105	-1	1.5	104	-6	0.5	-10
COc1cccc(-c2cc(C(F)(F)F)n3nc(C(=O)Nc4c(C)n(C)n(-c5ccccc5)c4=O)cc3n2)c1	9	1	-0.3	95	-5	1.2	97	0	0.1	10
COc1ccc(C(=O)Nn2c(C)nnc2-n2nc(C)cc2C)cc1OC	-9	10	-0.5	97	-15	1.4	91	4	-3.9	3
CC(=O)c1cccc(NC(=O)C2CC(c3ccc(F)cc3)=NO2)c1 (configuration not stated)	-2	2	-0.3	97	-9	0.99	98	-1	1.3	7
CCOC(=O)N1CCN(S(=O)(=O)c2ccc(F)c(C(=O)Nc3ccc(C(C)C)cc3)c2)CC1	-1	11	-0.3	101	8	1	90	2	-0.1	3
COC(=O)c1ccc(NN=Nc2ccc(C)cc2)cc1	-3	-42	-0.6	104	72	1.7	137*	-3	-0.5	-7
COc1ccc(C(=O)NCc2nnc(SCC(=O)NCc3ccc(F)cc3)o2)cc1	11	0	-0.2	105	1	0.93	100	-2	-0.6	0
Cc1ccc(C(=O)OCc2cn(-c3ccccc3)nn2)cc1	-16	12	0.1	94	10	1.4	89	-2	-0.4	14
CCOc1ccc(C2=NNC(c3cccs3)=Nc3ccc(OC)cc32)cc1	3	2	0.0	106	8	6.4*	100	-9	0.3	-3
CN(CCOc1ccccc1)CC(=O)Nc1cc([N+](=O)[O-])ccc1Cl	-11	5	-0.1	89	-1	1.1	97	-6	-0.6	17
CCN(CC)S(=O)(=O)c1ccc(Oc2ccc(S(=O)(=O)N(CC)CC)cc2)cc1	11	28	0.1	35	0	0.48	76	-12	-0.1	78*
COc1cc(/C=C/C(=O)OCC(=O)NC2CCS(=O)(=O)C2)ccc1O (configuration not stated)	-6	-4	-0.3	108	-19	1.4	104	0	-0.2	-7
Cc1cc(-c2nnc(SCC(=O)c3ccc(Cl)cc3)o2)no1	1	-6	-0.2	94	-14	0.97	106	-9	-0.4	7
Cc1sc2nc3n(c(=O)c2c1C)NC(=O)CC3	-6	-5	-0.1	97	0	0.95	104	-6	1.5	7
COc1ccc(N2CCN(C(=O)CSc3nc4c(c(=O)n(C)c(=O)n4C)n3C(C)C)CC2)cc1	4	4	-0.5	100	-1	0.56	97	1	3.8	6
CC(/C=N/Nc1nc2ccccc2[nH]1)=C\c1ccccc1	3	-101	0.1	84	172*	8.6*	192*	-8	0.8	14
O=C(OCc1cnc(Cl)s1)c1ccccc1Cl	-15	-7	-0.1	100	8	1.4	106	-2	-8.5	1

Three records drawn at random from those above:
SMILES	TLR4-MyD88 BLA	STAT1 blocker	Hsp70 act	STAT3 act	APP 5'UTR act	NF-kB neuron act	STAT1 act	HMGR II inh	Redox H2O2 prof	STAT3 blocker
CN(CCOc1ccccc1)CC(=O)Nc1cc([N+](=O)[O-])ccc1Cl	-11	5	-0.1	89	-1	1.1	97	-6	-0.6	17
COc1ccc(N2CCN(C(=O)CSc3nc4c(c(=O)n(C)c(=O)n4C)n3C(C)C)CC2)cc1	4	4	-0.5	100	-1	0.56	97	1	3.8	6
O=C(OCc1cnc(Cl)s1)c1ccccc1Cl	-15	-7	-0.1	100	8	1.4	106	-2	-8.5	1

(more compounds)
SMILES	TLR4-MyD88 BLA	STAT1 blocker	Hsp70 act	STAT3 act	APP 5'UTR act	NF-kB neuron act	STAT1 act	HMGR II inh	Redox H2O2 prof	STAT3 blocker
O=C(Nc1ccc(S(=O)(=O)N2CCCC2)cc1)C1CCCN1C(=O)c1cccs1 (configuration not stated)	-8	1	-0.1	100	13	1.2	98	2	-0.3	2
O=S(=O)(c1cnccc1N1CCN(/N=C/c2ccc(Br)cc2)CC1)N1CCCCC1	5	6	0.1	91	7	1	94	-2	1.1	21
CC(C)(S)[C@@H](N)C(=O)O	-6	2	-0.3	108	-4	1.2	98	0	0.5	-7
Cc1cccc(N2CCN(C(=O)CCS(=O)(=O)c3ccc(Br)cc3)CC2C)c1 (configuration not stated)	-14	7	0.3	105	-7	1.1	93	4	0.5	3
CCCCn1nnnc1NCc1ccc(C)s1	-16	5	-0.5	96	0	1.6	94	5	0.3	7
Cn1c(=O)c([N+](=O)[O-])c(NCc2ccccc2)c2ccccc21	-7	5	-0.2	108	-5	1.2	94	0	1.5	1
CCCCNC(=O)C1CCC(CNc2nc(=S)[nH]c3ccccc23)CC1 (configuration not stated)	1	8	-0.1	96	1	1.1	92	-3	-0.6	7
Cc1cc(C)c2nc(SC(C)C(=O)NCC(=O)Nc3ccc(F)c(F)c3F)cc(C)c2c1 (configuration not stated)	-2	-6	-0.4	104	-1	0.94	106	4	0.8	-1
c1ccc(-n2nnnc2CN2CCOCC2)cc1	8	-6	0.9	104	5	1.1	105	-9	0.3	-3
NS(=O)(=O)c1ccc(CCNC(=O)c2cc(-c3cccs3)nc3ccccc23)cc1	-7	-4	-0.3	107	13	0.78	102	-5	-1.2	4
Cc1nc2n(n1)C(c1ccccc1)C1=C(CC(c3ccco3)CC1=O)N2 (configuration not stated)	8	-2	-0.3	101	9	1.2	102	-7	0.4	3
CC(C)CCn1c(Br)nc2c1c(=O)n(CC(N)=O)c(=O)n2C	9	3	-0.4	105	6	1.1	98	-6	-2.4	1
O=C1OC(c2ccccc2)=C/C1=C/N1CCOCC1	-9	-19	-0.1	120	-5	1.1	117	-1	0.9	-20
COc1ccc(NC(=O)C(CCSC)N2C(=O)c3ccccc3C2=O)cc1 (configuration not stated)	-7	1	-0.1	105	-5	1.5	99	0	0.4	-1
CCCN(CC1CC1)S(=O)(=O)c1ccc(S(N)(=O)=O)cc1	-5	3	0.2	111	-14	0.92	98	-1	-0.9	-8
O=C(N=c1ccn(-c2nc3ccccc3nc2NS(=O)(=O)c2ccccc2)cc1)c1cccs1	66*	-6	-0.2	106	-6	0.86	106	-6	0.1	-10
CC(C)=C1C2CCC1C1C(=O)N(NC(=O)COc3ccc(C(C)(C)C)cc3)C(=O)C21 (configuration not stated)	12	-2	-0.2	91	25	1.1	102	-6	0.1	16
Clc1cccc(-c2ccc(/C=N/n3cnnc3)o2)c1	19	-4	-0.2	92	-6	0.91	105	-5	-2.4	16
CSc1nnc(-c2cccn(Cc3cccc(Cl)c3)c2=O)o1	5	1	-0.1	101	-3	1.4	99	-1	0.9	5
N/C(=N\OC(=O)CC1CCCCC1)c1ccc([N+](=O)[O-])cc1	7	-6	-0.2	96	-1	1.2	106	0	-0.5	9
Nc1nc2nccc(-c3ccco3)n2n1	-4	2	-0.4	91	20	1.1	98	-3	-0.8	12
Cc1cn(C2OC(COC(=O)c3ccccc3)C(O)C2Cl)c(=O)[nH]c1=O (configuration not stated)	10	0	-0.2	113	5	0.9	99	-1	-0.8	-10
CCOC(=O)CSc1nc(Nc2ccc3c(c2)OCO3)c2ccccc2n1	4	-4	-0.4	88	3	0.88	104	0	2.8	18
Cc1cc(NC(=O)CSc2nc3cc4c(cc3c(=O)n2CCc2ccccc2)OCO4)no1	-2	-4	0.5	100	9	1.3	102	-8	0.3	7
COC(=O)c1ccccc1NC(=S)NC(NC(=O)COc1ccccc1)C(Cl)(Cl)Cl (configuration not stated)	5	1	0.1	88	-2	1	99	-3	1.5	25
CC1CN(c2ccc(Oc3ccccc3)cc2)c2nc3c(c(=O)[nH]c(=O)n3C)n2C1 (configuration not stated)	4	2	-0.4	104	10	1.3	98	1	-0.1	2
O=C(NCc1ccc2c(c1)OCO2)C1CCN(c2ncccn2)CC1	7	-5	-0.2	110	-9	1	104	-1	2.1	-8
COCCn1c(-c2ccc(OC)cc2)cnc1N	5	4	-0.1	97	4	1.1	97	-6	-1.7	10
O=C(CC12CC3CC(CC(Br)(C3)C1)C2)Nc1cccc(S(=O)(=O)NC2=NCCC2)c1	9	-5	-0.1	103	22	1	103	-2	-0.3	7
Nc1ccc2c(c1)C(=O)N(CCCCCC(=O)O)C2	5	-4	-0.1	102	23	1.2	104	-4	-0.2	2
O=C(NNC(=O)c1ccccc1[N+](=O)[O-])c1cccs1	3	-2	0.1	98	15	1.2	101	4	1.2	14
CCCCCCCCC(=O)N/N=C(\C)c1cccnc1	-11	-3	0.4	105	0	1	103	0	0.0	-2
CC1(C)NC(=O)NC2(C)NC(=O)NC(C)(C)C12 (configuration not stated)	-11	6	-0.1	107	2	1	94	2	2.8	2
COc1ccc(-n2c(Cc3cccn3C)nnc2SCC(=O)NC2CCCC2)cc1	7	-14	0.2	107	12	1.1	110	3	-0.2	-9
c1ccc(-c2nc(N3CCCCC3)nc3ccccc23)cc1	8	5	-0.2	105	0	1.1	98	-6	0.8	-5
COc1ccc(OC)c(NC(=O)CSc2ccc3nnc(-c4cccnc4)n3n2)c1	5	2	-0.4	107	36	1.1	100	-1	0.1	-3
COc1ccc(NC(=S)Nc2ccc(N)c([N+](=O)[O-])c2)cc1	0	-15	0.4	122	-32	3.3*	114	2	-1.7	-18
